# MKP-1 inh: human dual specificity phosphatase 1 inhibition; inhibition, %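 (compounds tested at a single concentration somewhere between 10 and 100 µM)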; recombinant MKP-1, OMFP hydrolysis fluorescence; P28562; AID 374; hit rate 0.15% among 65,000;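 active = inhibition above about 50%, limit read from the data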;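 also: 0% = DMSO max control wells and 100% = wells with enzyme stopped by NaOH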
# JNK3 blocker: inhibitors of human JNK3 kinase | P53779 | purified JNK3 kinase activity, HTS | inhibition, % at 8 µM | hit rate 0.61% among 60,000; in the data active = inhibition above about 17%;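 also: 0% = DMSO and 100% = reference inhibitor; many of its hits are not listed in these tables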
# Target sequence (P53779 whole entry, looked up): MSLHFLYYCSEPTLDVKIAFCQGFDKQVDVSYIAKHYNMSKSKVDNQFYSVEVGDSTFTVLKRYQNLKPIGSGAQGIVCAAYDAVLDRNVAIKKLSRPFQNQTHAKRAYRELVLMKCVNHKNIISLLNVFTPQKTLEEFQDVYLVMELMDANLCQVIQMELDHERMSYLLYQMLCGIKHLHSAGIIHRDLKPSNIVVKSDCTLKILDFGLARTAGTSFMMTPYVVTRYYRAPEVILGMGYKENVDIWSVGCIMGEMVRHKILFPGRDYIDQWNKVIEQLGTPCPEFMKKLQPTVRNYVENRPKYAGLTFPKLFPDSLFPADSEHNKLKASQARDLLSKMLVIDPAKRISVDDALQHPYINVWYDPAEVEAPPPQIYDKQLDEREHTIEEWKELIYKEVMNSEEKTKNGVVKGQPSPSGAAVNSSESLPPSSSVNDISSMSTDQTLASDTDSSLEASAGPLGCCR
# FXIIa inh mix: blocks human factor XIIa in pooled compound mixtures | purified FXIIa, fluorogenic substrate | inhibition, % at 5 µM | hit rate 0.2% among 62,000 | AID 684;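 also: 0% = enzyme without compound and 100% = no enzyme blank; some results filed as inactive read as strong as hits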
# Hsp90 block: displaces geldanamycin probe from tumor Hsp90 | P07900 | inhibition, % at 30 µM | hit rate 0.35% among 64,000 | AID 429 | NCI-N417 lysate Hsp90, Cy3B-geldanamycin FP displacement;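 active = inhibition above 50%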;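 also: 0% = tracer plus lysate wells and 100% = tracer alone without lysate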
# AP ELISA ortho: alternative pathway complement inhibition, orthogonal assay; Human serum alternative complement pathway, LPS-coated ELISA, C3 deposition; tested in compound mixtures; hit rate 0.08% among 62,000; inhibition, % at 5 µM;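 active = inhibition above 30% in each of the two pooled mixtures holding the compound, so the lower value exceeds 30%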;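 also: 0% = serum in Mg-EGTA without compound and 100% = EDTA serum blank; some compounds past the cut are filed as inactive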
#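 Medium: diluted human serum in Mg2+-EGTA GVB++. Assay system: human serum complement alternative pathway, C3 deposition onto LPS. Also added: Plate-bound LPS. Technique: Anti-C3 ELISA, OD 450 nm. Measure: percent inhibition. Incubation: 1 h at 37 °C. Dosing: 5 µM each compound, pools of ten, 50 µM per pool.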
# MMP13 inh: MMP13 (human) collagenase inhibition; MMP-13 fTHP FRET cleavage, Mca fluorescence; inhibition, % at 4 µM; P45452; hit rate 0.07% among 65,000;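 active = inhibition above the mean of compound-free control plate wells plus 3 SD, cut at about 14% in these data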;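 also: 0% = DMSO wells and 100% = wells with reference MMP-13 inhibitor after basal subtraction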
# Cdc25B inh: inhibitors of human Cdc25B phosphatase | P30305 | recombinant Cdc25B, OMFP fluorescence Ex485/Em525 | inhibition, %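 (compounds tested at 10 µM final in the well)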 | hit rate 0.1% among 65,000 | AID 368; in the data active = inhibition above about 50%
# FXIa mix inh: inhibitors of human coagulation factor XIa, pooled mixtures; P03951; hit rate 0.19% among 62,000; purified FXIa, fluorogenic substrate; inhibition, % at 5 µM;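 also: each value is inhibition by a whole ten-compound pool holding the compound; 0% = enzyme with no mixture and 100% = wells lacking enzyme; strong numbers were not always called active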
# Target sequence (P03951 19-387 limits assumed): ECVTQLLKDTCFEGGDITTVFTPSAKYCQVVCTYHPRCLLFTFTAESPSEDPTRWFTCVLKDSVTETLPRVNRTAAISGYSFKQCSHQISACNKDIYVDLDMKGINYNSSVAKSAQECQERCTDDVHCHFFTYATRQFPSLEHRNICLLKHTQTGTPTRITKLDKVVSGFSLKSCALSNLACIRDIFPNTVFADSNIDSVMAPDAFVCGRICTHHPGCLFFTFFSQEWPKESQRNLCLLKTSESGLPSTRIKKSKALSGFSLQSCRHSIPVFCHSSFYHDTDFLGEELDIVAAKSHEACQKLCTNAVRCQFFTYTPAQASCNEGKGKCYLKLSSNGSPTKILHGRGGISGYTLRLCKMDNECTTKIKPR
# Target sequence (P03951 388-625 limits assumed): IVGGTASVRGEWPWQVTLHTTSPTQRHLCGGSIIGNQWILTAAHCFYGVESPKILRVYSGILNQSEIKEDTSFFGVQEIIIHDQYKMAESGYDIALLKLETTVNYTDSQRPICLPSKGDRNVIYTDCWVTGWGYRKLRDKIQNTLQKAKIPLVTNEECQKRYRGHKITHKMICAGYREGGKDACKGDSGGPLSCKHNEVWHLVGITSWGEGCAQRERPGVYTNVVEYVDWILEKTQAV
# A340 absorber: absorbance at 340 nm; fold change at 10 µM; compound absorbance at 340 nm, fold over control; 65,000 tested, under 10 active;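 active = at 10 µM dose, initial 340 nm absorbance at least 2 fold that of control wells; inactive = change under 2 fold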;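 also: initial absorbance extrapolated from kinetic A340 decline of NADH oxidation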
# An asterisk follows results filed as active; / = no result given. Rule as the data show it, unless noted: active = inhibition above about 20% (passing the limit was not always enough); inactive = the rest.
Molecule	MKP-1 inh	JNK3 blocker	FXIIa inh mix	Hsp90 block	AP ELISA ortho	MMP13 inh	Cdc25B inh	FXIa mix inh	A340 absorber
CC(C)(C)NC(=O)Cn1c(=O)oc2cc(S(=O)(=O)N3CCc4ccccc43)ccc21	17.1	-6.0	5.6	-2.9	-1.5	-7.7	-8.8	5.1	1.07
N#Cc1ccccc1NC(=O)COC(=O)CSc1nc2ccccc2o1	3.0	2.5	4.3	-5.8	13.0	-0.4	2.2	7.9	1
N#Cc1cc(Sc2ccccn2)c(Sc2ccccn2)cc1C#N	10.3	-3.6	4.8	-6.4	-9.0	6.8	-16.0	-2.2	1.08
COc1ccc(S(=O)(=O)Cc2ccc(C(=O)NCCc3ccc(S(N)(=O)=O)cc3)o2)cc1	-13.7	-1.0	1.7	-2.5	-6.8	0.4	0.5	-3.0	0.98
O=C(CN(Cc1ccccc1)S(=O)(=O)c1ccc2c(c1)OCCO2)Nc1ccc2c(c1)OCCO2	13.2	-1.9	2.7	-0.8	12.0	-4.2	-4.9	6.5	1.05
CCSc1nnc(NC(=O)C2CCCCC2C(=O)OCC(F)(F)C(F)F)s1 (stereo not given)	0.9	-6.4	8.4	-1.4	-2.3	3.3	12.2	5.8	1.01
CCCC(=O)Nc1ccc2c(c1)nc(CN1CCCCC1)n2C	-14.3	-0.3	1.5	-1.5	-9.2	-1.8	-1.5	6.7	1.03
c1csc(-c2nn3c(C4COc5ccccc5O4)nnc3s2)c1 (stereo not given)	-3.9	0.7	12.7	-8.8	19.9	-0.7	7.9	4.9	1.04
CCOC(=O)N=S(N)(=O)c1ccccc1 (stereo not given)	8.4	/	-1.6	/	9.1	2.5	1.5	2.1	1.02
O=C(O)CCN1/C(=C/C=Nc2ccccc2)Oc2ccccc21	-20.5	3.2	-0.3	-3.4	-1.5	-3.1	5.7	10.7	1.12
CCc1ccc2[nH]c(=O)c(CN(Cc3ccc4c(c3)OCO4)Cc3nnnn3C3CCCC3)cc2c1	32.7	10.8	9.9	3.1	-7.3	-5.8	-21.9	3.3	0.98
C=CCNc1nc(NCCN2CCOCC2)nc(N2CCOCC2)n1	-6.6	-0.7	1.5	0.4	-9.9	-1.0	-9.5	6.8	1.04
CCn1ncc2c1C(=O)NC1c3ccccc3C(=O)N21 (stereo not given)	6.8	10.7	7.9	0.1	-1.7	0.9	-0.5	6.7	1.01
O=C(O)CC(CP(=O)(c1ccccc1)c1ccccc1)C(=O)O (stereo not given)	1.3	-2.2	-1.9	-1.0	11.7	2.5	-4.7	0.2	1.02
O=CNCC(=O)NCCc1ccc(Cl)cc1	30.0	5.2	1.2	1.3	0.7	2.6	1.0	9.6	1
CCc1ccccc1N(CC(=O)N1CCN(c2ccccc2)CC1)S(C)(=O)=O	4.3	-1.5	6.5	-3.0	31.5	-3.7	-3.6	0.6	1.04
c1ccc(Cn2nnc3c(NCC4CCCO4)ncnc32)cc1 (stereo not given)	8.8	-2.4	/	0.4	/	8.3	-1.0	/	0.96
CC1CCN(S(=O)(=O)c2ccc(NC(=O)CN3CCN(c4ccccc4)CC3)cc2)CC1	2.7	-0.4	0.1	-3.8	8.5	3.1	-4.7	10.9	1.04
CCc1nc(N2CCCCC2C)c2oc3ccccc3c2n1 (stereo not given)	2.5	4.7	4.7	-0.8	2.6	0.6	2.5	-6.7	1.03
CCCC(=O)NC(Nc1ccc(S(=O)(=O)Nc2ncccn2)cc1)(C(=O)OCC)C(F)(F)F (stereo not given)	3.5	2.0	2.9	0.5	15.6	6.2	-4.4	0.9	0.99
CCc1nc(SCC(=O)NCCc2ccccc2)n[nH]1	-3.1	4.0	4.2	-3.5	6.6	-1.0	-13.5	4.5	1
CCOC(=O)CSc1nc2sc(C(=O)O)c(C)c2c(=O)[nH]1	3.8	-0.1	-13.2	6.0	13.0	-3.5	-1.1	9.5	1.07
CC1Cc2ccccc2N1C(=O)C1CCN(S(=O)(=O)Cc2ccccc2)CC1 (stereo not given)	25.2	-1.4	17.5	-0.5	24.1	2.0	-8.1	-12.7	1.02
COc1ccc(Br)cc1C(=O)Nc1nnn(C)n1	8.2	-1.4	5.4	-5.7	-12.6	-3.1	2.3	1.3	1.01
COc1cccc(-c2cc(C(=O)NCCN3CCOCC3)no2)c1	7.8	3.5	-0.2	-2.1	10.4	-0.5	3.9	4.4	0.99
CCCCc1ccc(-c2nc(N)n[nH]2)cc1	7.3	-8.1	/	-1.3	/	-3.9	-8.5	/	1.03
O=C(CSc1nnnn1C1CCCC1)c1ccc2c(c1)OCCO2	13.4	7.9	-10.8	-0.3	9.3	-1.0	-6.4	8.3	1.01
CSCCC(NS(=O)(=O)c1cccs1)C(=O)NCc1cccs1 (stereo not given)	-13.2	/	-13.5	-2.8	11.6	2.0	-10.6	43.7	1.01
CCCc1c(C(=O)OCC)[nH]c2c1C(=O)CCC2	-3.7	3.3	-0.6	-0.6	22.8	-1.0	-7.0	4.6	1.03
O=C(CSc1nccn1Cc1ccccc1)Nc1nccs1	-10.4	2.6	6.1	-4.3	8.1	-3.9	-21.6	2.1	0.99
COc1ccc(CCn2nnnc2C(C(C)C)N2CCC(C(N)=O)CC2)cc1OC (stereo not given)	-14.2	5.7	-19.3	-1.3	0.6	-0.1	6.0	7.0	1
Nn1c(SCc2cccc(C(F)(F)F)c2)nnc1-c1ccco1	-6.7	-3.3	3.0	-6.6	11.3	6.1	-1.6	0.1	1.03

# Reprinted from above, three compounds:
Molecule	MKP-1 inh	JNK3 blocker	FXIIa inh mix	Hsp90 block	AP ELISA ortho	MMP13 inh	Cdc25B inh	FXIa mix inh	A340 absorber
O=C(CSc1nccn1Cc1ccccc1)Nc1nccs1	-10.4	2.6	6.1	-4.3	8.1	-3.9	-21.6	2.1	0.99
COc1ccc(CCn2nnnc2C(C(C)C)N2CCC(C(N)=O)CC2)cc1OC (stereo not given)	-14.2	5.7	-19.3	-1.3	0.6	-0.1	6.0	7.0	1
Nn1c(SCc2cccc(C(F)(F)F)c2)nnc1-c1ccco1	-6.7	-3.3	3.0	-6.6	11.3	6.1	-1.6	0.1	1.03

# Later entries.
Molecule	MKP-1 inh	JNK3 blocker	FXIIa inh mix	Hsp90 block	AP ELISA ortho	MMP13 inh	Cdc25B inh	FXIa mix inh	A340 absorber
COC(=O)C1(S(=O)(=O)c2cc(Br)cc3c2N(C(C)=O)CC3)CC1	11.1	-1.9	-0.1	2.6	12.1	4.2	17.2	3.2	1.02
CCOc1ccccc1-n1c(CN2CCN(C(=O)c3ccco3)CC2)nc2ccccc2c1=O	11.6	-6.7	3.0	-2.7	-1.4	1.3	-5.1	-1.1	1
CC(C)NS(=O)(=O)c1ccc(OCC(=O)NCc2ccc3c(c2)OCO3)c(Cl)c1	14.4	0.7	6.0	-8.3	9.6	2.7	-6.3	-7.1	1.01
O=C1N(CCCCN2C(=O)C3(OCCO3)c3ccccc32)c2ccccc2C12OCCO2	-5.4	-6.5	-8.4	2.7	9.6	3.7	15.4	5.5	0.98
O=S(=O)(/C=C/c1ccccc1)n1cnc2ccccc21	-2.7	4.2	5.7	-1.3	-0.1	-1.7	4.7	2.7	0.98
COc1ccc(N2CCN(C(=O)c3cn(C)c(=O)c4c3c3ccccc3n4C)CC2)cc1	39.1	-0.2	6.7	0.2	7.7	-0.8	-12.2	-3.4	1.08
Cc1ccc(NC(=O)CSc2nnc([C@@H]3CCCN3C(=O)OC(C)(C)C)o2)c(C)c1	-10.7	2.0	-19.3	-2.2	1.9	4.0	-1.6	-1.9	1.01
O=C(NCc1cccs1)C1CCCN(S(=O)(=O)c2cccc3cccnc23)C1 (stereo not given)	8.4	-0.3	-1.3	0.9	16.3	6.7	0.4	9.7	1.08
Cn1nnc2cc(NC(=O)N3CC4(C)CC3CC(C)(C)C4)ccc21 (stereo not given)	-2.2	-2.4	9.7	-25.4	7.2	-7.2	-7.0	4.4	1.06
COc1ccc(S(=O)(=O)N2CCC(O)(c3ccc4c(c3)OCO4)CC2)cc1	-1.9	-5.1	/	3.1	/	-2.2	-5.0	/	0.99
CCOC(=O)c1cn(CC(=O)Nc2ccccc2C(=O)OCC)nn1	9.0	-7.4	0.5	-0.9	11.1	2.3	1.9	4.1	1
CC(=O)OCC(=O)[C@@]1(O)CC[C@H]2[C@@H]3CCC4=CC(=O)C=C[C@]4(C)[C@H]3[C@@H](O)C[C@@]21C	-15.0	1.2	3.3	-3.1	-15.6	0.2	11.5	-0.1	0.99
CCCOc1ccccc1NC(=O)c1c(-c2ccccc2)noc1C	-25.3	-2.9	5.7	-5.4	8.7	-3.9	-10.0	-0.4	0.99
O=S(=O)(Nc1ccccc1N1CCOCC1)c1ccc(Cl)s1	1.1	-8.8	9.9	2.6	-2.0	2.3	-16.0	0.7	0.99
C/C(O)=C(/N=O)C(=O)Nc1ccccc1	3.3	5.0	-14.8	-2.5	2.2	1.2	-3.3	2.5	0.97
COc1ccccc1CC(=O)N1CCCC1	14.3	3.2	4.7	-4.5	4.7	-2.0	1.9	-3.7	1.05
COC(=O)CN1CCN(C(=O)c2ccc(F)cc2)c2ccccc2C1	2.4	-6.1	45.0	2.1	12.7	-1.1	-2.7	8.7	1.01
CS(=O)(=O)NCc1ccc(C(=O)NCc2ccccc2)cc1	-6.5	-16.1	-8.5	-1.9	22.9	5.7	3.2	4.1	0.98
Cc1cc(NC(=O)C(C)C)ncc1NC(=O)Cc1ccccc1	10.2	9.4	1.5	-1.0	-11.9	5.5	2.3	4.3	1.01
COC(=O)c1c(NC(=O)CN2CCN(Cc3ccc4c(c3)OCO4)CC2)sc(C)c1C	30.5	13.0	8.2	15.5	14.3	-1.5	-30.5	5.5	1
COC(=O)c1ccccc1NC(=O)c1c(O)c2cccc3c2n(c1=O)CCC3	3.8	-2.9	6.8	1.0	7.9	4.0	13.5	5.9	1.08
Cc1ccc(N2C(=O)[C@@H]3[C@H](C2=O)C2c4ccccc4C=CN2[C@@H]3C(=O)c2ccco2)cc1 (stereo not given in full)	1.9	7.9	7.8	-22.8	-2.5	1.2	9.8	5.0	1.04
Cn1ccnc1C(O)c1ccco1 (stereo not given)	7.5	/	-1.1	1.0	7.7	-0.6	-13.2	11.7	0.99
CCC(CO)N=CC1=C(O)C(C(=O)c2ccccc2)CCC1=O (stereo not given)	9.1	2.4	12.8	-2.3	6.4	7.9	0.3	8.2	1.05
O=C(CN1CCOCC1)OCCCc1ccccc1	5.3	7.8	19.9	-0.5	5.2	1.0	3.8	6.0	1.02
COc1ccc(OC)c(C(=O)CSc2nc3c(c(=O)n(C)c(=O)n3C)n2C(C)C)c1	1.0	7.9	-1.4	-5.2	11.7	-7.0	6.6	-2.8	1.03
CCOC(=O)c1c(SC)nc(SC)c2c1CCC2	-16.5	5.4	/	-5.1	/	0.1	-16.5	/	1.02
Cc1nnc(NC(=O)C2CCCO2)s1 (stereo not given)	-3.5	1.1	0.9	-12.2	-0.6	-2.2	5.4	0.5	1
CC(=O)c1ccc(OCCCC(=O)NCC(c2ccco2)N(C)C)cc1 (stereo not given)	11.7	/	-0.4	/	13.8	-2.6	-14.2	0.5	1.01
CCC(C)Sc1nc2c(c(=O)[nH]c(=O)n2C)n1Cc1ccc(Cl)cc1 (stereo not given)	20.1	8.4	0.7	-4.0	9.9	0.6	-2.6	5.1	1
Nc1c(C(=O)NCc2ccco2)nnn1-c1ccccc1	-6.1	2.6	7.7	-3.3	11.8	-1.3	-8.6	8.4	1.01

# Screens deposited in PubChem BioAssay by several laboratories.
